Bioassay records: PubChem, Broad Institute
Statin myotox sup: suppressors of statin myotoxicity in C2C12 myotubes, primary screen, cell-based, single point, plate reader; C2C12 myotubes + simvastatin, ATP luminescence, 48 h; scaled: DMSO 0, geranylgeraniol control 100; 330,000 tested, 0.78% active; rescue of ATP level, % at 7.49 µM;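 active = mean ATP rescue above about 67%, or every replicate alone reaching that limit, limit read from the data, passing the limit was not always enough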;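 note: myotubes were challenged with 10 µM simvastatin during compound exposure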
PglD inh: C. jejuni PglD acetyltransferase inhibitors, primary screen, biochemical, DTNB colorimetric, single point. inhibition, % at 12.5 µM. 360,000 tested, 0.098% active. UDP-N-acetylbacillosamine N-acetyltransferase PglD (Campylobacter jejuni). purified PglD enzyme, DTNB colorimetric CoA detection; in the data active = inhibition above about 16%, passing the limit was not always enough; note: strong numbers were not always called active
* marks the source's active call; other numbers are inactive results. Not all compounds are listed. The share of hits here may be higher or lower than overall.

molecule	Statin myotox sup	PglD inh
CCOC(=O)c1c2c(n(C)c1C)C(=O)C(=O)c1ccc(Br)cc1-2	-295	-5
Cc1cccc(C)c1OCCSc1n[nH]c(N)n1	8	0
O=C(O)CCC(=O)NNC(=O)CCCOc1ccc(Cl)cc1Cl	22	0
N#Cc1nc(-c2ccco2)oc1N1CCc2ccccc2C1	5	1
CCOC(=O)c1c(C)n(C)c2ccc(OC(=O)c3ccco3)cc12	-4	1
COc1ccc2cc3cc(C(=O)NCCCN4CCC(C)CC4)oc3nc2c1	10	-3
Cc1ccc(C(=O)NCc2ccco2)cc1[N+](=O)[O-]	10	-6
COc1ccc(C2/C(=C(/O)c3ccccc3)C(=O)C(=O)N2C)cc1 (stereo unspecified)	8	8
CCOC(=O)CN1C(=O)C(C)(C)Oc2ccc(C(=O)NC(C)(C)CC)cc21	2	-2
O=C(c1ccco1)N1CCN(c2cc(=O)n(C3CCCCC3)c(=O)[nH]2)CC1	-15	5
O=c1[nH]c2cc3c(cc2cc1CN(Cc1nnnn1C1CCCC1)C1CCCC1)OCCO3	-12	-2
C=CCn1c(NCc2ccc(N(C)C)cc2)nc2ccccc21	-13	-3
CN1C(=O)c2ccccc2C(C(=O)NCC2CCCO2)C1c1c[nH]c2ccccc12 (stereo unspecified)	0	2
Fc1ccc(-c2cc(C(F)(F)F)nc(NCC3CCCO3)n2)cc1 (stereo unspecified)	29	-2
O=C(c1ccco1)N(c1ccccn1)c1ccccn1	-8	-4
CCCOCC1CC2(SC(=Nc3ccc(C)cc3)NC2=O)C(=O)O1 (stereo unspecified)	-3	0
O=C1N(CC(=O)N2CCc3ccccc32)CCN1Cc1ccccc1Cl	25	-9
O=S(=O)(Nc1nc2ccccc2nc1N1CCN(c2ccccc2F)CC1)c1ccc(Cl)cc1	-2	3
O=C(NC1CCCCCC1)c1c(F)c(F)c(F)c(F)c1F	-8	0
NCCOc1ccccc1-c1ccccc1	6	1
Cc1nnc(-c2cnn(-c3ccccc3)c2N)n1Cc1cccc(C(F)(F)F)c1	-12	-8
CCCCN=c1sc(C(=O)OC)cc(=O)n1CCCC	-2	-3
COCCCn1c(=N)c(C(=O)NCc2ccc3c(c2)OCO3)cc2c(=O)n3ccccc3nc21	-6	-8
COc1ccc(CNC(=O)/C=C/c2ccc(OCCCF)cc2)cc1OC	-1	-2
O=C1CC(SCCc2nc3ccccc3[nH]2)C(=O)N1c1ccc(F)c(Cl)c1 (stereo unspecified)	23	-1
COc1ccccc1-n1c(SCC(=O)N2CCCCC2)nc2cccnc21	-3	-3
O=C(NCc1ccncc1)c1nnc(Cc2c(F)cccc2Cl)o1	-6	3
O=C(c1ccco1)N1CCN(C(=O)C2CC(c3ccc(Cl)c(Cl)c3)=NO2)CC1 (stereo unspecified)	-18	-4
O=C(O)CCc1ccc(S(=O)(=O)N2CCOCC2)cc1	3	-5
CCCn1c(=O)c(F)cn(Cc2ccc(OC)c([N+](=O)[O-])c2)c1=O	0	-2

Four of the compounds above, with two lines to a compound.
Each structure is followed by: Statin myotox sup, PglD inh
CN1C(=O)c2ccccc2C(C(=O)NCC2CCCO2)C1c1c[nH]c2ccccc12 (stereo unspecified)
  0, 2
O=C1N(CC(=O)N2CCc3ccccc32)CCN1Cc1ccccc1Cl
  25, -9
O=S(=O)(Nc1nc2ccccc2nc1N1CCN(c2ccccc2F)CC1)c1ccc(Cl)cc1
  -2, 3
O=C(O)CCc1ccc(S(=O)(=O)N2CCOCC2)cc1
  3, -5

An excerpt from above in order of the PglD inh value, rising:
molecule | PglD inh
O=C(c1ccco1)N1CCN(C(=O)C2CC(c3ccc(Cl)c(Cl)c3)=NO2)CC1 (stereo unspecified) | -4
O=C(O)CCC(=O)NNC(=O)CCCOc1ccc(Cl)cc1Cl | 0
COc1ccc(C2/C(=C(/O)c3ccccc3)C(=O)C(=O)N2C)cc1 (stereo unspecified) | 8

Carrying on.
molecule	Statin myotox sup	PglD inh
O=C(CC1(O)C(=O)Nc2cc(Cl)cc(Cl)c21)c1ccncc1 (stereo unspecified)	0	8
Cc1ccc(N2C(N)=C(C#N)C(c3ccsc3)C3=C2CC(C)(C)CC3=O)cc1 (stereo unspecified)	10	3
O=C(O)CCCNS(=O)(=O)c1ccc(F)cc1	-8	-2
c1ccc(COc2ccc(Oc3nc(N4CCCCC4)nc(N4CCOCC4)n3)nn2)cc1	43	7
Cc1ccc(S(=O)(=O)c2nc(-c3ccc(F)cc3)oc2SCC(N)=O)cc1	-1	4
COc1ccc(N2CCN(C(=O)c3ccc(-n4nc(C)cc4C)cc3)CC2)cc1	11	-4
Cc1nnc(SCCc2ccccc2)[nH]c1=O	-8	3
CN(O)/C=c1/ccc2c(n1)C(=O)C=CC=2	93*	7
CCOC(=O)C(C)n1cnc2c(oc3ccccc32)c1=O (stereo unspecified)	10	6
O=S(=O)(O)CCN1CCOCC1	13	-3
COc1ccc(NC(=O)c2csc(Cc3ccccc3)n2)cc1	-16	6
O=C(CN1CCN(Cc2ccccc2)CC1)Nc1ccc(Cl)cn1	-7	-4
Cn1nc(CC(=O)NC2CCCCCCCCCCC2)c2ccccc2c1=O	-10	-1
O=C(Nc1ccncc1)c1ccc2c(c1)OCCO2	7	8
COc1ccc(OC)c(C2C(C(=O)Nc3nc4ccccc4s3)=C(C)NC3=C2C(=O)CCC3)c1 (stereo unspecified)	6	-5
CC(NC(=O)c1ccco1)C1CCCO1 (stereo unspecified)	22	-1
Fc1ccc(-c2cnc(-c3cccs3)o2)cc1	4	-9
O=C(CSc1ncn[nH]1)Nc1ccc2c(c1)OCCO2	-14	5
CN(C)/C=C(\C(=O)c1ccc(Cl)cc1)c1nnnn1-c1ccc(Cl)cc1	3	-1
COc1ccccc1NC(=O)c1sc2ncn(Cc3ccc(C)cc3)c(=O)c2c1C	4	4
CC1(C)CC(C)(c2ccc(O)cc2O)N(c2cccc(Cl)c2)C(=S)N1 (stereo unspecified)	20	4
Cc1cccc(Oc2coc3cc(OC(=O)c4cc5ccccc5oc4=O)ccc3c2=O)c1	-3	-4
Cc1ccccc1CN(c1ccc(C(=O)Nc2cccnc2)cc1)S(C)(=O)=O	2	5
CCC(Sc1nc(C)cc(=O)[nH]1)C(=O)Nc1nnc(C)s1 (stereo unspecified)	-6	-5
C(=N\n1cnnc1)/c1ccc(-c2ccccc2)cc1	39	7
O=C(NCC1CCCO1)c1cccnc1Nc1ccccc1F (stereo unspecified)	4	-4
CCOC(=O)N1CCN(C(=O)CN(c2ccc(OC)c(OC)c2)S(C)(=O)=O)CC1	11	3
O=S(=O)(c1cccc2ccccc12)N1CCSC1	-3	5
CCCC(=O)Nc1nnc(S(=O)(=O)N(C)Cc2ccco2)s1	-7	4
Cc1cccc(S(=O)(=O)c2c(N)n(/N=C/c3cccnc3)c3nc4ccccc4nc23)c1	-101	-6

An excerpt of these results, field by field.
CCOC(=O)N1CCN(C(=O)CN(c2ccc(OC)c(OC)c2)S(C)(=O)=O)CC1
  Statin myotox sup = 11; PglD inh = 3

O=S(=O)(c1cccc2ccccc12)N1CCSC1
  Statin myotox sup = -3; PglD inh = 5

CCCC(=O)Nc1nnc(S(=O)(=O)N(C)Cc2ccco2)s1
  Statin myotox sup = -7; PglD inh = 4

Cc1cccc(S(=O)(=O)c2c(N)n(/N=C/c3cccnc3)c3nc4ccccc4nc23)c1
  Statin myotox sup = -101; PglD inh = -6

Remaining list, next part.
molecule	Statin myotox sup	PglD inh
CCC(=O)N1CCc2cc(S(=O)(=O)N3CCN(c4cc(C)ccc4C)CC3)ccc21	-10	4
Cc1cccc(NC(=O)N(C)Cc2cccs2)c1	3	-2
COc1ccc(C)cc1NC(=O)CN1CCN(S(=O)(=O)c2ccc(F)cc2)CC1	57	4
CN(C)CCCOC(=O)CCc1ccccc1	1	1
NNC(=O)CN1C(c2cccc(Cl)c2)=Nc2ccc(Br)cc2C1c1ccccc1 (stereo unspecified)	-3	1
CCn1c(SCC(=O)NC2CCCc3ccccc32)nnc1-c1cccs1 (stereo unspecified)	16	7
COc1cccc2c1OC[C@@H](CO)[C@H]2N(C)C(=O)Nc1ccc(Cl)cc1	11	4
CC(C)N=c1scc(-c2ccco2)n1/N=C/c1ccc(O)c(O)c1	-42	-5
CSc1ccc(C2C(C#N)=C(N)Oc3c2ccc(=O)c2c(C)oc(C)c32)cc1 (stereo unspecified)	2	0
O=C(CSc1ncnc2c1oc1ccccc12)N1CCCc2ccccc21	0	-3
C/C(=N\NC(=O)CNc1ccccc1Cl)C(C)(C)C	72*	-2
O=C(c1ccc(CN2CCc3ccccc3C2)cc1)N1CCc2ccccc2C1	3	-3
Cc1ccccc1C(=O)NNC(=O)C1CCCN(c2ncccn2)C1 (stereo unspecified)	1	3
CCOc1ccc(CNC(=O)CCn2c(=O)oc3ccccc32)cc1	-4	4
Cn1c(SCc2ccccn2)nnc1-c1cnccn1	1	3
CN1CCN(CCCCC(=O)c2ccccc2)CC1	-28	-12
O=C(NCCc1ccccc1)c1ccc(Cl)nc1	7	-4
COc1ccc(CCN2C(=O)c3cccnc3C2=O)cc1OC	3	-3
CCCC(=O)NNC(=O)CCC(=O)NCc1ccccc1	-11	-5
CS(=O)(=O)N1CCN(C(=O)c2ccc(Br)s2)CC1	18	1
Cc1ccc(OCC(O)Cn2c(NCCc3ccccc3)nc3c2c(=O)[nH]c(=O)n3C)cc1 (stereo unspecified)	7	1
OC(COc1ccc2c(c1)CCC2)CN1CCN(c2cccc(Cl)c2)CC1 (stereo unspecified)	9	-2
CC(=O)c1ccc(-n2c(C)ccc2-c2ccccc2)cc1	47	-2
Cc1cccn2cc(-c3ccc(F)cc3)nc12	-1	-2
CN1CCC(OC(=O)c2cccc(Br)c2)CC1	-1	-3
Cc1cccc(N2C(=O)CC(N3CCOCC3)C2=O)c1 (stereo unspecified)	-1	3
CCOC(=O)c1c(C)c(C#N)c2c3ccccc3ccn12	-2	-3
COc1cc(C2C(C#N)=C(N)Oc3cc(O)ccc32)cc2c1OCO2 (stereo unspecified)	13	6
CC1CN(C(=O)c2cc3c(=O)n4ccccc4nc3s2)CC(C)O1 (stereo unspecified)	4	-2
O=C(CCOc1ccccc1)N1CCN(S(=O)(=O)c2cccs2)CC1	78*	8
CN(C)CCOC(=O)C1(c2ccccc2)CCCC1	10	-7
Cc1coc2c(C)c3oc(=O)cc(-c4ccccc4)c3cc12	-3	4
Cc1cc2c(c(=O)n1C)C(Cc1ccccc1)C(C#N)=C(N)O2 (stereo unspecified)	15	-4
CCOC(=O)CNC(=O)C(=O)c1c(O)[nH]c2ccccc12	-8	0
O=C(CN1CCC(n2nnc3cc(F)ccc32)CC1)NCc1ccco1	21	-6
Oc1ccc(-c2[nH]nc(-c3ccccc3)c2-c2nc3ccccc3[nH]2)cc1	18	6
CCOC(=O)CSC1=NC(=O)CS1	-8	-5
O=C(NC(Cc1ccccc1)c1ccc2c(c1)OCCCO2)c1ccccc1 (stereo unspecified)	15	-1
COc1ccc(OCCCC(=O)Oc2ccc(OC)cc2)cc1	14	4
Cc1cc(C)c(NC(=O)C(C)(C)C)c(Cl)c1	3	-2
CCn1c(SCC(=O)NC2CCCCC2)nnc1-c1cc2cccc(OC)c2o1	3	1
O=C1NC(c2ccccc2)(C(F)(F)F)SC2=NCCCN12 (stereo unspecified)	0	-1
CN1CCN(S(=O)(=O)c2ccc(SCCOc3ccccc3)nc2)CC1	-8	7
CCOC(=O)c1c(C(=O)OCC)c(C)n(CCc2ccc(OC)c(OC)c2)c1C	2	0
COCCN(C(=O)CCC(=O)Nc1ccccn1)C(C(=O)NCCC(C)C)c1ccc(OC)cc1 (stereo unspecified)	11	2
O=C(Nc1ccc(-c2nnc(-c3ccccc3)o2)cc1)C1CCCO1 (stereo unspecified)	14	1
CCCCNS(=O)(=O)c1ccc2nc(SCC(=O)c3ccc(C#N)cc3)[nH]c2c1	-13	1
CC(=O)Nc1cccc(NC(=O)CCn2cnc3cc(C)c(C)cc32)c1	2	2
O=C1c2[nH]nc(-c3ccccc3O)c2C(c2cccc(Cl)c2)N1CC1CCCO1 (stereo unspecified)	6	-4
CCN(CC)CCCOc1nc(C)nc2c1oc1ccccc12	-1	-6
CC(C)(C)OC(=O)NCCc1nnc(SCc2c(Cl)cccc2Cl)o1	2	-4
Cc1c(CCO)c(=O)[nH]n1C(=O)c1ccc(F)cc1	10	-3
CCOC(=O)Cn1c(SC)nc2sc3c(c2c1=O)CC(C)(C)OC3	6	1
CC(C)(Oc1ccc(Cl)cc1)C(=O)OCC(=O)N1CCCC1	6	7
O=C(N/N=C/c1ccc(OC2CSC2)cc1)c1ccccc1	16	0
CCOc1ccc(C(O)Cn2c(=N)n(CCN3CCCCC3)c3ccccc32)cc1 (stereo unspecified)	-4	2
CCOC(=O)C1CCCN(C(=O)c2cc(Cl)ccc2Cl)C1 (stereo unspecified)	-4	4
